RT RNaseH block: inhibitors of HIV-1 reverse transcriptase RNase H; RT-RNase H RNA/DNA duplex cleavage, fluorescence; P04585; AID 565; hit rate 1.9% among 65,000; inhibition, % at 10 µM; in the data active = inhibition above about 50%
RmlCD inh mix: RmlC/RmlD inhibition, mixture screen; RmlC/RmlD coupled enzyme inhibition, 384-well mixture HTS; inhibition, % at 5.5 µM; hit rate 0.39% among 110,000; in the data active = inhibition above about 30%, passing the limit was not always enough; inconclusive = no clear call, values can overlap the other calls; note: strong numbers were not always called active
* hit, by the source's call. Not all compounds are listed; rates above refer to the full screens.

A first look (13 entries):
How did COc1cccc(OCCN2CCN(c3ncnc4c3cnn4-c3ccccc3)CC2)c1 do in these assays?
RT RNaseH block: -3; RmlCD inh mix: -14

How did Cc1noc(C)c1COc1ccc(C(=O)OCC(=O)Nc2ccc3c(c2)OCO3)cc1 do in these assays?
RmlCD inh mix: -10

How did COc1ccc(OC)c(C2=Nn3c(nnc3-c3cc(OC)c(OC)c(OC)c3)SC2)c1 do in these assays?
RT RNaseH block: -22; RmlCD inh mix: -18

How did CCC1(C)Nc2ccccc2C(=O)N1O (stereo unspecified) do in these assays?
RT RNaseH block: 1; RmlCD inh mix: 7

Results for COC(=O)c1cccc(CSc2nnc(-c3ccco3)n2-c2ccccc2)c1 ?
RT RNaseH block: -8

Results for CCCCN(CCCC)Cc1cc2ccccc2c2c1COC2 ?
RmlCD inh mix: 0

Results for CC(=O)Nc1ccc2[nH]c(C)cc(=O)c2c1 ?
RmlCD inh mix: 6

How did CC(=O)OCC(CCn1cnc2cnc(N)nc21)COC(C)=O do in these assays?
RmlCD inh mix: -16

How did CCOC(=O)N1CCC(NS(=O)(=O)c2ccc3c(c2)oc(=O)n3C)CC1 do in these assays?
RT RNaseH block: 0; RmlCD inh mix: -8

How did CCc1sc(N(C(=O)Cc2ccccc2)c2cccc(F)c2)nc1-c1ccc(C)cc1 do in these assays?
RmlCD inh mix: 1

Results for O=C(Nc1ccccc1)C1(c2ccccc2)CC1(Cl)Cl (stereo unspecified) ?
RmlCD inh mix: 102

What do the screens show for `O=C(CSc1nc2c([nH]c3ccccc32)c(=O)n1-c1ccccc1)N1CCOCC1`?
RT RNaseH block: 4; RmlCD inh mix: -10

Results for CSc1cccc(NC(=O)c2nnn(Cc3ccccc3)c2N)c1 ?
RT RNaseH block: -6; RmlCD inh mix: 11

Results, previewed entries included:
How did COc1cccc(OCCN2CCN(c3ncnc4c3cnn4-c3ccccc3)CC2)c1 do in these assays?
RT RNaseH block: -3; RmlCD inh mix: -14

How did Cc1noc(C)c1COc1ccc(C(=O)OCC(=O)Nc2ccc3c(c2)OCO3)cc1 do in these assays?
RmlCD inh mix: -10

How did COc1ccc(OC)c(C2=Nn3c(nnc3-c3cc(OC)c(OC)c(OC)c3)SC2)c1 do in these assays?
RT RNaseH block: -22; RmlCD inh mix: -18

How did CCC1(C)Nc2ccccc2C(=O)N1O (stereo unspecified) do in these assays?
RT RNaseH block: 1; RmlCD inh mix: 7

Results for COC(=O)c1cccc(CSc2nnc(-c3ccco3)n2-c2ccccc2)c1 ?
RT RNaseH block: -8

Results for CCCCN(CCCC)Cc1cc2ccccc2c2c1COC2 ?
RmlCD inh mix: 0

Results for CC(=O)Nc1ccc2[nH]c(C)cc(=O)c2c1 ?
RmlCD inh mix: 6

How did CC(=O)OCC(CCn1cnc2cnc(N)nc21)COC(C)=O do in these assays?
RmlCD inh mix: -16

How did CCOC(=O)N1CCC(NS(=O)(=O)c2ccc3c(c2)oc(=O)n3C)CC1 do in these assays?
RT RNaseH block: 0; RmlCD inh mix: -8

How did CCc1sc(N(C(=O)Cc2ccccc2)c2cccc(F)c2)nc1-c1ccc(C)cc1 do in these assays?
RmlCD inh mix: 1

Results for O=C(Nc1ccccc1)C1(c2ccccc2)CC1(Cl)Cl (stereo unspecified) ?
RmlCD inh mix: 102

What do the screens show for `O=C(CSc1nc2c([nH]c3ccccc32)c(=O)n1-c1ccccc1)N1CCOCC1`?
RT RNaseH block: 4; RmlCD inh mix: -10

Results for CSc1cccc(NC(=O)c2nnn(Cc3ccccc3)c2N)c1 ?
RT RNaseH block: -6; RmlCD inh mix: 11

What do the screens show for `CC[C@H](C)[C@@H](NC(=O)O[C@@H]1C(=O)c2cc(Br)ccc2O[C@H]1c1cccc(OC)c1)C(=O)OC`?
RmlCD inh mix: 22

Results for CCOC(=O)c1sc(-c2ccccc2)cc1NC(=O)CSc1nnnn1C ?
RT RNaseH block: -50

What do the screens show for `CC(C)NS(=O)(=O)c1ccc(OCC(=O)Nc2cccc3ccccc23)cc1`?
RmlCD inh mix: 3

Results for O=C(Cn1cnc2c(nnn2-c2ccccc2)c1=O)NCc1ccco1 ?
RT RNaseH block: -2; RmlCD inh mix: 5

Results for COCCn1c(CN(Cc2ccccc2)Cc2ccccc2)nc2c1c(=O)n(C)c(=O)n2C ?
RT RNaseH block: -3; RmlCD inh mix: 8

How did Cc1ccc(CN2C(=O)/C(=C3\SC(N4CCOCC4)=NC3=O)c3cc(Br)ccc32)cc1 do in these assays?
RT RNaseH block: 23

What do the screens show for `CCN(CCO)C(=O)CC(c1ccccc1)c1cc(Br)ccc1O` (stereo unspecified)?
RT RNaseH block: -9; RmlCD inh mix: -8

Results for O=P(CO)(Cc1ccccc1)Cc1ccccc1 ?
RT RNaseH block: -5; RmlCD inh mix: -11

What do the screens show for `COc1ccc(C2=NOC(C(=O)NCc3ccco3)C2)cc1` (stereo unspecified)?
RmlCD inh mix: 6

Results for CCOc1ccc(S(=O)(=O)N(CC(=O)Nc2cc(C)on2)Cc2ccccc2Cl)cc1 ?
RT RNaseH block: 9; RmlCD inh mix: -10

Results for CC(O)CNc1nc2ccccc2n1-c1ncnc2sc3c(c12)CCC3 (stereo unspecified) ?
RT RNaseH block: -18; RmlCD inh mix: 1

Two successive entries from above, quoted:
Results for CSc1cccc(NC(=O)c2nnn(Cc3ccccc3)c2N)c1 ?
RT RNaseH block: -6; RmlCD inh mix: 11

What do the screens show for `CC[C@H](C)[C@@H](NC(=O)O[C@@H]1C(=O)c2cc(Br)ccc2O[C@H]1c1cccc(OC)c1)C(=O)OC`?
RmlCD inh mix: 22

The list continues:
Results for CC(C)C[C@@H]1NC(=O)[C@H](Cc2ccccc2)N(C)C(=O)[C@H](C)NC(=O)c2ccccc2NC(=O)[C@H](Cc2ccc(O)cc2)N(C)C1=O ?
RmlCD inh mix: 3

Results for COC(=O)C1=C(C(=O)OC)[C@@H]2N(Cc3ccccc3)c3ccccc3[C@@]23C[C@@H](C(=O)OC)N(C(C)=O)C3=N1 ?
RmlCD inh mix: -11

How did O=C(Nc1sc2c(c1C(=O)NC1CC1)CCCCCC2)c1ccco1 do in these assays?
RT RNaseH block: 29; RmlCD inh mix: active

Results for NC(=NC(=O)c1ccccc1)C1=C(O)CCC1=O ?
RT RNaseH block: -10; RmlCD inh mix: -10

Results for O=C(CN1CCC2(CC1)OCCO2)c1c[nH]c2ccccc12 ?
RT RNaseH block: 4; RmlCD inh mix: 4

What do the screens show for `CC1=C(C#N)C(NC(=O)c2ccco2)(C(F)(F)F)C(=O)N1` (stereo unspecified)?
RT RNaseH block: -5; RmlCD inh mix: -119

How did CCOC(=O)c1ccccc1NC(=O)CN(c1ccccc1OC)S(C)(=O)=O do in these assays?
RT RNaseH block: -36; RmlCD inh mix: -8

What do the screens show for `O=C1CC(c2ccccc2)CC(O)=C1C=NCCN1CCN(C(=O)Cc2ccccc2)CC1` (stereo unspecified)?
RT RNaseH block: -7; RmlCD inh mix: -9

Results for COc1ccc(F)cc1S(=O)(=O)NC1CCCCCC1 ?
RT RNaseH block: -9

What do the screens show for `COc1ccc(NC(=O)CN(Cc2ccccc2)S(C)(=O)=O)cc1`?
RmlCD inh mix: 22

What do the screens show for `COc1cc(C)cc(C(=O)O)c1C1=C(O)c2cccc(O)c2C(=O)C1=O`?
RmlCD inh mix: inactive

Results for CCn1c(-c2cccc(Br)c2)n[nH]c1=S ?
RT RNaseH block: -6; RmlCD inh mix: -10

How did CCOC(=O)N1CCC(NS(=O)(=O)c2cc3c(cc2C)NC(=O)CO3)CC1 do in these assays?
RT RNaseH block: -1; RmlCD inh mix: inconclusive

What do the screens show for `N#Cc1c(N2CCCCC2)nc(N)c2c(N)nc3c(c12)CC(c1ccccc1)O3` (stereo unspecified)?
RmlCD inh mix: -13

Results for COc1ccccc1N1CCN(C(=O)c2ccc(N3CCCC3=O)cc2)CC1 ?
RT RNaseH block: -40; RmlCD inh mix: -6

Results for COc1ccc(C(=O)Cc2cc(OC)c(OC)cc2[N+](=O)[O-])c(OC)c1 ?
RmlCD inh mix: -15

Results for O=C(CCCC(=O)OCC(F)(F)C(F)F)Nc1ccc(NC(=O)CCCC(=O)OCC(F)(F)C(F)F)cc1 ?
RmlCD inh mix: -2

Results for Nc1nnnn1/N=C/c1cccs1 ?
RT RNaseH block: 9; RmlCD inh mix: -6

What do the screens show for `c1csc(-c2csc3nc(CN4CCOCC4)nc(NCc4ccc5c(c4)OCO5)c23)c1`?
RT RNaseH block: -42; RmlCD inh mix: 10

Results for CC(=O)Nc1ccc(S(=O)(=O)NNC(=O)c2ccc(C)cc2)cc1 ?
RmlCD inh mix: 3

How did Cc1nn(Cc2ccccc2Cl)c(C)c1NC(=O)Cn1nc([N+](=O)[O-])c(Cl)c1C do in these assays?
RmlCD inh mix: -11

What do the screens show for `CCc1cc2cc(C)c(C)cc2nc1SCC(=O)NNC(=O)c1ccco1`?
RmlCD inh mix: 6

What do the screens show for `Fc1ccc(Br)cc1C1C=C(c2ccc(Br)s2)Nc2ncnn21` (stereo unspecified)?
RT RNaseH block: -26

How did CN1CCc2nc(SCCOc3ccccc3)c(C#N)cc2C1 do in these assays?
RT RNaseH block: -22; RmlCD inh mix: 8

Results for CCCc1cc(=O)oc2cc(OCC(=O)Nc3cc(C)on3)ccc12 ?
RT RNaseH block: -3; RmlCD inh mix: 30

How did Cc1c(=O)n(OCc2c(F)cccc2F)c2ccccc2[n+]1[O-] do in these assays?
RT RNaseH block: -9

Results for O=c1[nH]nc(Sc2ncnc3sccc23)n1CCc1ccccc1 ?
RT RNaseH block: 11

How did CCc1cc2ccccc2nc1SCC(=O)N1CCN(C(=O)c2ccco2)CC1 do in these assays?
RT RNaseH block: -20; RmlCD inh mix: 7

How did C[C@@H](NC(=O)c1nc[nH]c1C(=O)N[C@@H](Cc1ccccc1)C(=O)OCc1ccccc1)c1ccccc1 do in these assays?
RmlCD inh mix: -10

Results for COC(=O)c1ccc(NC(=O)C2CCCN2S(=O)(=O)c2ccc(OC)cc2)cc1 (stereo unspecified) ?
RT RNaseH block: -11; RmlCD inh mix: -9

What do the screens show for `COc1cc(C2c3c(oc4ccccc4c3=O)C(=O)N2c2ccc(C)cn2)ccc1O` (stereo unspecified)?
RT RNaseH block: 2; RmlCD inh mix: 9

How did CCN1CCN(CC(O)COc2ccc(C(C)=O)cc2)CC1 (stereo unspecified) do in these assays?
RT RNaseH block: -11; RmlCD inh mix: 3

How did O=c1cc(NC2CCCCC2)c2ccccc2o1 do in these assays?
RmlCD inh mix: -1

What do the screens show for `CCC(=O)Nc1ccc2nc(C)n(CC(=O)Nc3ccccc3)c(=O)c2c1`?
RT RNaseH block: -5; RmlCD inh mix: 17

Results for O=C(Cn1cccc1C(=O)c1ccccc1)NCc1ccccc1 ?
RmlCD inh mix: 9

What do the screens show for `CC(C)NC(=O)c1cnc(Sc2ncc(C(F)(F)F)cc2Cl)n1C`?
RmlCD inh mix: -7

How did O=C(CN1C(=O)c2ccccc2S1(=O)=O)NC1CCCC1 do in these assays?
RT RNaseH block: -3; RmlCD inh mix: -8

What do the screens show for `O=C(Cc1cccs1)NCc1ccccc1`?
RT RNaseH block: -7; RmlCD inh mix: 4

How did CCOC(=O)CSc1nnc(-c2cccc(Br)c2)o1 do in these assays?
RT RNaseH block: 19; RmlCD inh mix: -6

What do the screens show for `COC(=O)CNC(=O)COC(=O)c1cc(F)c(F)cc1Cl`?
RmlCD inh mix: 7

Results for Cn1nnc2cc(C(=O)NC(C)(C)C)ccc21 ?
RT RNaseH block: -13; RmlCD inh mix: 23

What do the screens show for `O=C(c1cccs1)N(CC1CCCO1)c1nc(-c2ccccc2)cs1` (stereo unspecified)?
RT RNaseH block: -10; RmlCD inh mix: -10

Results for C=CCNc1nnc(SCC(=O)N2CCCCC2)c2ccccc12 ?
RT RNaseH block: 7; RmlCD inh mix: 3

How did O=C(c1ccco1)c1cn(CC(=O)N2CCCCC2)c2ccccc12 do in these assays?
RT RNaseH block: 30; RmlCD inh mix: -1

How did CC(C)(C)c1ccc(C(=O)CSc2ncn[nH]2)cc1 do in these assays?
RT RNaseH block: 82*; RmlCD inh mix: 1

How did O=c1cccc2n1CC1CC2CN(c2ncnc3c2cnn3-c2ccc(Cl)cc2)C1 (stereo unspecified) do in these assays?
RT RNaseH block: -10; RmlCD inh mix: 7

Results for O=C1CCN(S(=O)(=O)c2ccccc2)CCN1CCOCc1ccc(F)cc1 ?
RmlCD inh mix: 10

What do the screens show for `COc1cccc(-c2nc(C(N)=O)c3[nH]c(=O)n(-c4ccccc4)c3n2)c1OC`?
RT RNaseH block: -3; RmlCD inh mix: -7

Results for Cc1ccc(NC(=O)CS(=O)CC(=O)N(CC(=O)NC2CCCC2)c2cc(C)ccc2C)cc1 (stereo unspecified) ?
RT RNaseH block: 5; RmlCD inh mix: -6

How did Cc1ccccc1-n1nc(C(=O)O)c(C)c(C#N)c1=O do in these assays?
RT RNaseH block: -3; RmlCD inh mix: 0

What do the screens show for `CCOc1cc(N2CCOCC2)c(OCC)cc1NC(=O)C(NC(=O)c1ccco1)C(C)C` (stereo unspecified)?
RT RNaseH block: -4; RmlCD inh mix: 6

What do the screens show for `Cc1ccc2nc(C3CCN(CC(=O)N4CCCCCC4)CC3)[nH]c2c1`?
RT RNaseH block: 5; RmlCD inh mix: 7

Results for CN(c1ccccc1)S(=O)(=O)c1ccc(C(=O)OCC(=O)NCc2ccco2)cc1 ?
RT RNaseH block: 13; RmlCD inh mix: -11

What do the screens show for `CCCn1nc(C(=O)OCC(=O)c2ccc3c(c2)NC(=O)CO3)c2ccccc2c1=O`?
RT RNaseH block: 30; RmlCD inh mix: 14

Results for OC1(c2ccccc2F)CCN(Cc2nnc(-c3ccccc3)o2)CC1 ?
RT RNaseH block: -6; RmlCD inh mix: 1

Results for Cc1nnc(SCC(=O)Nc2nccs2)s1 ?
RT RNaseH block: -2; RmlCD inh mix: -4

Results for CCN=C1SC(C(N)=O)CC(=O)N1CC (stereo unspecified) ?
RT RNaseH block: -2; RmlCD inh mix: -6

What do the screens show for `Cc1cc(C)cc(-n2nnnc2SCC(=O)Nc2nc(-c3ccc(F)cc3)cs2)c1`?
RmlCD inh mix: 8

What do the screens show for `CC(=O)Nc1ccc(S(=O)(=O)Nc2ccc(N3CCOCC3)cc2)cc1`?
RT RNaseH block: -15; RmlCD inh mix: 5

What do the screens show for `COc1ccc(N(C(=O)c2ccc(Br)o2)C2C=CS(=O)(=O)C2)cc1` (stereo unspecified)?
RT RNaseH block: -6
